# Source: PubChem BioAssay
# FN deposit inh: fibronectin deposition inhibition. AH1F fibroblasts, Alexa488-fibronectin deposition fluorescence, overnight. inhibition, % at 12.6 µM. actives 0.086% (n = 350,000);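 active = mean inhibition across replicates of 30% or more, regardless of how many single replicates reach that level; inconclusive = mean under 30% yet at least half of replicates reach 30%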;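 note: positive control wells lacked labelled fibronectin entirely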
#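 Assay system: AH1F fibroblasts assembling fluorescent fibronectin matrix; Amount: 10000 AH1F cells per well; Buffer or medium: DMEM, 2% serum; Probe or stimulus: Alexa488-fibronectin, 24 nM final in well; Doses: single compound dose, delivered by pin transfer; Incubation: 1 h adhesion, overnight exposure; Measured by: fluorescence 485/525 nm; Read-out: fibronectin deposition inhibition.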
# S100A4 inh HTS: S100A4-myosin IIA interaction inhibition. P26447. S100A4/TAMRA-MyoIIA peptide fluorescence polarization. inhibition, % at 10.7 µM. actives 0.14% (n = 360,000). AID 652163;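 active = mean inhibition of at least 70% across replicates, with every replicate also reaching that level; inconclusive = mean inhibition reaches 70% but some replicates fall short; inactive = mean inhibition below 70%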
# Target sequence (P26447 whole entry, looked up): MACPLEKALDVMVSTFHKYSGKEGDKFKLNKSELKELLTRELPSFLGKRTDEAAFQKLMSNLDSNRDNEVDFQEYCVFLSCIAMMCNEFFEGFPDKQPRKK
#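 Compound dosing: one dose per compound; test system: human S100A4 monomer with TAMRA-labelled myosin IIA peptide; probe or stimulus: TAMRA-labelled myosin IIA heavy-chain peptide probe, 5 nM; medium: HEPES buffer with Ca2+, pH 7.2; schedule: 5 min incubation before reading; benchmarks: neutral control DMSO, positive control TFP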
# EWS-Fli inh: blocks EWS/Fli oncoprotein-driven transcription | actives 0.67% (n = 350,000) | AID 651661 | A673 NR0B1-luciferase reporter, viability-normalised | inhibition, % at 12.6 µM;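 active = mean inhibition of at least 50% after viability correction, with every replicate also passing that limit; inconclusive = mean reaches 50% but only one of two replicates passes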;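 note: firefly luciferase signal divided by Alamar Blue viability fluorescence both relative to DMSO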
# XiGFP reactiv: activators of X-chromosome reactivation in mouse fibroblasts; XiGFP mouse fibroblasts, % GFP-positive cells imaging, 3 d; cells co-treated with 5-aza-dC sensitizer; scaled so ellipticine positive control = 100%; activation, % at 7.58 µM; actives 0.055% (n = 360,000); AID 743238;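 active = mean normalized replicate activation at least 10% and every replicate at or above 10%; inconclusive = only one of the two criteria met; inactive = mean below 10% and not all replicates reach 10%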;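 note: 0% = median of on-plate neutral control wells and 100% = ellipticine 6 µM median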
#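 material = 68-5-11 XiGFP fibroblast line | medium = DMEM plus 5-aza-dC sensitizer | schedule = 3 days compound exposure | benchmarks = positive control ellipticine, 6 µM final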
# esBAF inh: SWI/SNF esBAF complex inhibition. mouse ES cells, Bmi1-luciferase knock-in reporter, 24 h; 100% = twice the neutral-well signal. reporter increase, % at 12.5 µM. actives 2% (n = 350,000). AID 602393; in the data active = activation above about 40%; inconclusive = no clear call, values can overlap the other calls;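 note: 0% = median of the plate's neutral control wells and 100% = double that signal; a rise in the Bmi1 reporter signal indicates esBAF inhibition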
# RAD52 anneal inh: RAD52 (human) annealing inhibition. recombinant RAD52 DNA annealing, FRET fluorescence. inhibition, % at 18.7 µM. AID 651710. P43351. actives 0.46% (n = 360,000);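 active = every replicate showing at least 50% inhibition; inconclusive = mean inhibition at least 50% but not in every replicate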
# RAD54 branch: RAD54 (human) branch migration inhibition. inhibition, % at 10.4 µM. RAD54 Holliday junction branch migration, FAM/BHQ fluorescence. Q92698. AID 602329. actives 0.14% (n = 360,000);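 active = mean normalized replicate activity at least 40 and at least half of replicates scoring 40 or more; inconclusive = only one of the two criteria met; inactive = mean below 40 and under half of replicates reaching 40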;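 note: 0% = median of neutral control wells and 100% = median of positive control wells; inhibitors cause a drop in the FAM fluorescence signal; in these data hits start at about 50%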
# Target sequence (Q92698 whole entry, looked up): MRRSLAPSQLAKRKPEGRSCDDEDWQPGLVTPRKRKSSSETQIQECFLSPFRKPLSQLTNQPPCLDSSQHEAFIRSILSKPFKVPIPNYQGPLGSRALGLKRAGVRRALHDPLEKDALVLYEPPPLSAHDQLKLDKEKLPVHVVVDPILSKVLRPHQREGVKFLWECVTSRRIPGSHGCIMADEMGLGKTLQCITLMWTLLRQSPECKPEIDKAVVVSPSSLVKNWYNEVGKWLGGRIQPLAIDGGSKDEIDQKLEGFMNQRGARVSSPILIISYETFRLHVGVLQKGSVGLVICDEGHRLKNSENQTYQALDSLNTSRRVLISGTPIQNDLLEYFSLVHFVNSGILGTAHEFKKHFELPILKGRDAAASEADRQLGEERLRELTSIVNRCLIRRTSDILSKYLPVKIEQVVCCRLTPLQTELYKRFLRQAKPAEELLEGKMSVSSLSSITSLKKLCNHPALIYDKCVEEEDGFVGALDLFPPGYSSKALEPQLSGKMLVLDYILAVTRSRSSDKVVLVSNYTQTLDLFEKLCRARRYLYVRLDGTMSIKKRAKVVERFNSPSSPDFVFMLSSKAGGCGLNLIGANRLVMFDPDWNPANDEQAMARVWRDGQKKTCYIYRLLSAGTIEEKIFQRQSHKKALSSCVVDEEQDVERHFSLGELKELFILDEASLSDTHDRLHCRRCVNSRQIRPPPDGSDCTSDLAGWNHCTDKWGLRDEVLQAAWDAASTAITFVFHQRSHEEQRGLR
# E-sel inducer: E-selectin induction on HUVECs. P16581. HUVEC E-selectin immunofluorescence imaging; normalized: neutral wells 0, TNF-alpha wells 100. activation, % at 7.58 µM. actives 0.37% (n = 260,000). AID 686992;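 active = mean E-selectin-positive cell signal at least 10% of the positive control, reached in at least 60% of replicates, without over 20% cell loss; inconclusive = no rule given, readout overlaps actives, possibly toxicity-flagged; inactive = the rest, including those meeting only one limit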;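 note: in these data hits start at about 27%; measured in HUVEC primary endothelial cells; signal is the percent of cells scored E-selectin positive by PE staining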
#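 System: HUVEC, human umbilical vein endothelial cells; quantity: 3,000 cells/well; buffer or medium: EGM-2 medium, gelatin-coated wells; dosing: single-point compound dose; detection: immunofluorescence imaging; evaluation: % PE-positive cells; benchmarks: TNF-alpha, DMSO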
# Active calls of the source: *; ? = inconclusive; . = not tested or not shown.
SMILES,FN deposit inh,S100A4 inh HTS,EWS-Fli inh,XiGFP reactiv,esBAF inh,RAD52 anneal inh,RAD54 branch,E-sel inducer
CCOc1cc(C(=O)NCc2ccccc2)ccc1OCC(=O)N1CCOCC1,-5,-4,12,0.2,-1,-3,-5,3.5
CC(C)(C)Cc1nnc(NC(=O)CSc2ccccc2)s1,-3,-4,-61,0.0,72*,-8,6,.
COc1ccccc1NC(=O)Nc1ccc2[nH]c(=O)[nH]c2c1,-3,-3,-3,0.2,.,-14,.,1.8
O=C(N=C1SC2CS(=O)(=O)CC2N1Cc1ccc(Cl)cc1)C1CC1 (stereo not given),5,-4,.,0.1,-2,1,3,.
O=C(Nc1ccc(NC(=O)C2CCCCC2)nc1)c1ccccn1,2,-4,-32,0.0,47*,-15,2,0.1
CNC[C@@H]1Oc2ccc(NS(=O)(=O)c3ccccc3)cc2C(=O)N([C@H](C)CO)C[C@@H]1C,.,15,-7,-0.9,-1,5,-13,.
CC(OC(=O)c1ccc([N+](=O)[O-])s1)C(=O)NC1CCCCC1C (stereo not given),9,-2,-1,0.1,-7,-6,-1,4.6
C[C@H]1CN([C@@H](C)CO)C(=O)c2cc(NC(=O)Cc3ccccc3)ccc2O[C@@H]1CN(C)C(=O)Nc1ccc2c(c1)OCO2,.,0,-5,0.0,6,10,-2,-6.8
COc1ccccc1Cc1c(-c2ccc(C#N)cc2)nc2ccc(C)cn12,-9,-4,-29,0.1,.,-64,.,2.8
CC(C)CC(=O)NC(=S)Nc1ccc(N2CCOCC2)c(Cl)c1,1,-10,-10,0.1,.,-13,.,.
CCOC(=O)C1C(c2ccc(C(=O)O)cc2)NC(=O)NC1(O)C(F)(F)F (stereo not given),-3,-1,9,0.0,-4,-5,-6,.
O=C(NC1CCCC1)C(c1ccccc1)N(Cc1ccccc1)C(=O)c1csnn1 (stereo not given),-6,-3,13,0.2,-4,-3,1,.
CCOC(=O)N1CCC(Nc2c(N3CCN(c4cc(Cl)ccc4C)CC3)c(=O)c2=O)CC1,-4,-2,15,0.0,6,-5,4,-0.2
CSc1ncnc2c1ncn2CCCN(C)Cc1ccco1,0,-3,-9,0.0,-3,-9,8,0.1
CCCCN(CCCNC(=O)Cn1ncc2ccsc2c1=O)Cc1ccccc1,-6,-9,2,0.3,1,-15,-5,.
O=C(CNCC1CCCO1)N1CCCCCC1 (stereo not given),-1,0,1,0.1,.,-16,.,.
CCOCCCNC(=O)C(NC(=O)Cc1cccs1)c1ccc(Cl)cc1 (stereo not given),.,9,-3,-0.1,.,-25,.,.
CCc1cccc(NC2c3ccccc3C(=O)N2c2cccnc2)c1 (stereo not given),1,-3,4,0.0,-2,-31,-1,-0.2
C[C@@H]1CN([C@H](C)CO)C(=O)c2cc(NC(=O)Cc3ccccc3)ccc2O[C@@H](C)CCCCO[C@H]1CN(C)C(=O)Nc1ccc2c(c1)OCO2,.,.,-1,-0.7,-2,.,0,-0.2
COC(=O)c1ccc2c(=O)n(Cc3ccco3)c(SCC(=O)Nc3cc(C)on3)nc2c1,17,1,-3,0.0,.,-23,.,4.3
Cc1ccccc1-c1ccc2c(c1)O[C@@H](CN(C)C(=O)C1CC1)[C@@H](C)CN([C@H](C)CO)S2(=O)=O,-20,6,-1,-0.9,-10,7,-4,1.0
O=C(NNC(=O)c1ccc(-c2ccccc2)cc1)c1ccccc1,7,2,-32,0.0,.,-15,2,-0.1
Cc1ccc(-c2cc(C(=O)N3CCOCC3)c3cc(C)ccc3n2)cc1,4,-3,-24,0.3,13,-13,2,.
CCC(=O)c1ccc(OCC(=O)N(CC)CC(=O)Nc2ccccc2OC)cc1,2,-5,1,-0.1,9,-17,5,.
CCOC(=S)SCc1cn2ccc(C)cc2n1,-2,0,-15,0.0,.,-6,3,.
Cc1ccc(S(=O)(=O)N2C[C@H]3C(=O)C[C@@H](c4ccc(Cl)cc4)N(S(=O)(=O)c4ccccc4C)[C@H]3C[C@H]2c2ccc(Cl)cc2)cc1,.,-4,3,0.1,-4,-18,-6,-8.0
COCC(=O)Nc1ccc2c(c1)C(=O)N(C)C[C@H](OC)[C@H](C)CN(CC1CC1)[C@@H](C)CO2,6,-3,-1,-0.1,3,6,1,0.0
C[C@@H]1CCCCO[C@H](CN(C)S(=O)(=O)c2ccc(Cl)cc2)[C@@H](C)CN([C@@H](C)CO)C(=O)c2cc(NC(=O)Nc3ccc(C(F)(F)F)cc3)ccc2O1,-20,.,45,0.2,-2,.,-13,0.6
COc1ccccc1N1C(=O)c2ccc(C(=O)Nc3cccc(C(C)=O)c3)cc2C1=O,-11,1,-1,-0.1,1,-8,-4,.
CCCOc1ccccc1OCC(=O)Nc1ccc(S(=O)(=O)N2CCCCC2)cc1,6,-11,10,0.0,-5,-4,-4,.
Cc1noc(C)c1NC(=O)N(C)C[C@H]1OCCCC[C@@H](C)Oc2ccc(NS(=O)(=O)c3cccs3)cc2C(=O)N([C@@H](C)CO)C[C@@H]1C,.,-5,-2,-0.3,-4,-14,-2,0.8
CN1c2ccc(-c3cccc(C#N)c3)cc2[C@@H]2[C@@H](CCN2S(=O)(=O)c2ccccc2)[C@H]1CO,8,2,14,0.0,1,1,-8,-0.8
COc1ccc(NC(=O)[C@@H]2CCCN2C(=O)[C@@H]2Cc3ccccc3CN2C(=O)OC(C)(C)C)cc1,3,-5,.,0.0,.,-13,.,-0.2
COc1ccc(N(Cc2ccccc2)S(=O)(=O)c2cccc(C(=O)O)c2)cc1,1,-4,0,0.0,0,-6,-4,-1.8
CCCS(=O)(=O)N1CCCC(C(=O)Oc2ccc(C)c(C)c2)C1 (stereo not given),3,1,14,-0.1,0,-5,1,.
COc1ccc(NC(=O)C2CC(c3cccc(Br)c3)=NO2)cc1OC (stereo not given),3,-7,4,0.1,3,-9,-11,-0.1
O=c1c(Cl)c(NCCO)cnn1-c1cccc(Cl)c1,2,2,-23,0.4,15,-4,.,.
CN(Cc1c(F)cccc1Cl)C(=O)c1cc2ccccc2o1,0,-4,11,0.0,.,-4,.,.
CCOC(=O)c1ccc(NC(=O)N2CCOCC2)cc1,9,-3,-30,-0.1,.,-3,.,5.5
CCOC(=O)N1CCN(S(=O)(=O)c2ccc(C(=O)Nc3sc4c(c3C(=O)OC)CCN(C)C4)cc2)CC1,.,1,.,0.2,-4,-77,?,0.1
Cc1ccc(NC(=O)CN2CCCCCC2)cc1[N+](=O)[O-],4,-2,-13,0.2,39,4,-2,5.4
COCCCNc1nc2nonc2nc1N1CCN(Cc2cccc(C)c2)CC1,-9,-1,6,-0.1,-8,-137,-11,2.6
CC(C)N(C)c1ncnc2c1ncn2[C@H]1CN(Cc2cccnc2)C[C@@H](CO)O1,-5,1,-4,0.0,-11,2,5,-0.1
COc1ccccc1N1CCN(/N=C/c2cc(OC)c(OC(C)=O)c(OC)c2)CC1,5,-3,-1,0.0,3,8,-5,.
O=C(Cc1ccc(-n2c(=O)c3sccc3n(Cc3ccc(F)cc3)c2=O)cc1)NCc1ccco1,-7,1,5,0.0,-4,-7,-2,159*
COc1ccc(/C=C/C(=O)c2ccc3c(c2)OCO3)c(OC)c1,3,-7,-69,0.1,.,-9,4,0.0
CCOC(=O)C(C(C)=O)c1nc(C)nc2c1nnn2Cc1ccccc1Cl (stereo not given),6,1,.,.,.,-4,2,.
O=S(=O)(O)c1ccc(Cl)c(Cl)c1,5,-4,9,-0.1,-6,-4,-14,-0.3

# Two of these compounds in another layout.
SMILES | FN deposit inh | S100A4 inh HTS | EWS-Fli inh | XiGFP reactiv | esBAF inh | RAD52 anneal inh | RAD54 branch | E-sel inducer
CCOC(=O)c1ccc(NC(=O)N2CCOCC2)cc1 | 9 | -3 | -30 | -0.1 | . | -3 | . | 5.5
Cc1ccc(NC(=O)CN2CCCCCC2)cc1[N+](=O)[O-] | 4 | -2 | -13 | 0.2 | 39 | 4 | -2 | 5.4

# Part of the list above, with values under each structure.
# Sequence of screens – FN deposit inh, S100A4 inh HTS, EWS-Fli inh, XiGFP reactiv, esBAF inh, RAD52 anneal inh, RAD54 branch, E-sel inducer
- COc1ccc(/C=C/C(=O)c2ccc3c(c2)OCO3)c(OC)c1
    3, -7, -69, 0.1, ., -9, 4, 0.0
- O=S(=O)(O)c1ccc(Cl)c(Cl)c1
    5, -4, 9, -0.1, -6, -4, -14, -0.3
- CN(Cc1c(F)cccc1Cl)C(=O)c1cc2ccccc2o1
    0, -4, 11, 0.0, ., -4, ., .
- O=C(Cc1ccc(-n2c(=O)c3sccc3n(Cc3ccc(F)cc3)c2=O)cc1)NCc1ccco1
    -7, 1, 5, 0.0, -4, -7, -2, 159*
- COc1ccccc1N1CCN(/N=C/c2cc(OC)c(OC(C)=O)c(OC)c2)CC1
    5, -3, -1, 0.0, 3, 8, -5, .

# (cont.)
SMILES,FN deposit inh,S100A4 inh HTS,EWS-Fli inh,XiGFP reactiv,esBAF inh,RAD52 anneal inh,RAD54 branch,E-sel inducer
Cc1cc(C)c(C(N)=O)c(Nc2cccc(Cl)c2C)n1,.,-1,-11,.,5,5,5,.
CO[C@@H]1CN(C)C(=O)c2cc(NC(=O)c3ccc(F)cc3)ccc2OC[C@H](C)N(C(=O)c2ccc(F)cc2)C[C@@H]1C,3,-4,-9,-0.1,4,-10,-8,-0.2
CC(C)c1ccc(NC(=O)NCc2ccccn2)cc1,2,-3,-29,0.4,8,-8,5,.
O=C(c1ccc2c(c1)OCO2)N1CC[C@@H]2[C@H](CO)Nc3ccc(-c4ccc(F)cc4)cc3[C@@H]21,-10,69,-4,0.1,1,-12,3,0.9
COCCNC(=O)C[C@H]1C[C@H]2c3cc(NC(=O)C4CCC4)ccc3O[C@H]2[C@H](CO)O1,.,5,-10,0.1,5,5,-2,0.5
Cc1cc(C(=O)C(=O)N(C)C)c(C)n1-c1ccc(Cl)cc1,-1,4,-9,0.1,-3,-14,-6,-0.2
COc1ccc(/C(C)=N\NC(=O)CSc2nnc(C)s2)cc1,-10,.,.,0.2,.,.,-3,1.0
O=C(NCC1CCCO1)C(c1ccc(F)cc1)N(CCCN1CCOCC1)C(=O)c1ccc(-c2ccccc2)[nH]1 (stereo not given),-24,-7,3,0.3,.,-13,.,-0.8
C[C@@H]1CN([C@H](C)CO)C(=O)c2cc(NS(=O)(=O)c3cccs3)ccc2O[C@@H](C)CCCCO[C@@H]1CN(C)C(=O)NC1CCCCC1,.,-14,-6,0.3,1,-15,4,-0.2
CO[C@@H]1CN(C)C(=O)c2ccc(NC(=O)c3ccccc3F)cc2OC[C@@H](C)N(C(=O)c2ccccc2F)C[C@@H]1C,0,23,0,0.0,6,21,16,0.0
